High-throughput results from PubChem BioAssay.
hIAP block = human IAP inhibition; P09923; purified IAP, CDP-Star luminescence, 30 min; inhibition, % at 10 µM; hit rate 0.12% among 330,000; AID 2544;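 active = inhibition reaching a set limit with compound at 10 µM in the primary screen, cut at about 35% in these data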;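 also: plate controls were DMSO wells with enzyme for no effect and no-enzyme buffer wells for full effect; values of inactives mirror those of a sister screen read the other way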
Target sequence (P09923 whole entry, looked up): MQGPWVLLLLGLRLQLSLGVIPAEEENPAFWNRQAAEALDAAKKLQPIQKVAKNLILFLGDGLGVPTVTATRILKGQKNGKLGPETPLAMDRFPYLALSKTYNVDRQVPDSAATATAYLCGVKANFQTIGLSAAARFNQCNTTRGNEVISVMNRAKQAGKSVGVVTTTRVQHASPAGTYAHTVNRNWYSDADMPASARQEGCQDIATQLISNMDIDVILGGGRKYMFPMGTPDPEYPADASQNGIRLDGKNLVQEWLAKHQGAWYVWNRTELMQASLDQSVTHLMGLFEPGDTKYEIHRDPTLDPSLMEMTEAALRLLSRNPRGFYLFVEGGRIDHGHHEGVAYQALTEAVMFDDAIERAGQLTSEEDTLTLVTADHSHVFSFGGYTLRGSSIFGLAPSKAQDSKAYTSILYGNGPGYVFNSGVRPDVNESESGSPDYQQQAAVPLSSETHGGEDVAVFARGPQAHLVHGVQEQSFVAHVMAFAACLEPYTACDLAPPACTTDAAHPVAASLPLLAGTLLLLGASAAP
mIAP inh = blocks mouse intestinal alkaline phosphatase | inhibition, % at 10 µM | hit rate 0.2% among 330,000 | purified mouse IAP, CDP-Star luminescence, 30 min | AID 2806;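 active = inhibition of at least 40% at 10 µM in the primary screen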;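 also: plate controls were DMSO with enzyme for no effect and no enzyme wells for full effect; values of inactives mirror those of a sister screen read the other way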
APOBEC3A inh = inhibitors of human APOBEC3A DNA deaminase; P31941; recombinant A3A, FAM/TAMRA ssDNA deamination fluorescence; inhibition, % at 20 µM; hit rate 0.41% among 330,000; AID 493011;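 active = at least 40% inhibition at 20 µM here, with at most 30% in a related deaminase screen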;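 also: plate controls were A3A with DMSO for no effect and wells lacking A3A enzyme for full effect; some results filed as inactive read as strong as hits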
Target sequence (P31941 whole entry, looked up): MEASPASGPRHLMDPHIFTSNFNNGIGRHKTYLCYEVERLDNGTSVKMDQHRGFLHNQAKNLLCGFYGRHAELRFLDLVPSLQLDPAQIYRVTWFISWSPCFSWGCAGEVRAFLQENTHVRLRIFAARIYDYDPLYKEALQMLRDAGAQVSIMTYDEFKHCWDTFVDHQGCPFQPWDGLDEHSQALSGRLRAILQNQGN
hIAP activ = increases human intestinal alkaline phosphatase activity | purified human IAP, CDP-Star luminescence, 30 min; stronger effect = higher value; 1 = vehicle-only enzyme, 0 = enzyme-free background | hit rate 0.16% among 330,000 | P09923 | activation factor at 10 µM;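 active = activation factor of the enzyme at least 2-fold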; also: the source names both 10 and 20 µM as test concentration; values of inactives mirror those of a sister screen read the other way
beta cell repl = induces beta-cell replication in MIN6 cells. MIN6 cells proliferation, ATPlite luminescence, 48 h; cells starved in 0.2% serum; 100% = growth in 10% serum. hit rate 0.29% among 330,000. proliferation, % at 10 µM;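 active = compounds whose signal lies at least 3.5 SD above the mean of all wells on their plate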;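 also: 0% = DMSO-treated cells in low-serum medium and 100% = 10% serum control; some compounds called inactive have numbers as strong as hits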
APOBEC3G inh = APOBEC3G (human) deaminase inhibition; recombinant A3G, ssDNA deamination FAM/TAMRA fluorescence; AID 493012; hit rate 0.28% among 330,000; inhibition, % at 20 µM;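 active = inhibition of at least 40% at 20 µM, with no more than 30% in the related APOBEC3A deaminase screen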;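 also: plate controls were DMSO wells with A3G for no effect and wells lacking A3G enzyme for full effect; some compounds called inactive have numbers as strong as hits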
SENP1 FRET inh = blocks the human SENP1 SUMO protease catalytic domain | inhibition, % at 10 µM | recombinant SENP1 catalytic domain, CyPet-SUMO1-YPet FRET cleavage | hit rate 0.21% among 360,000 | AID 624204;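 active = inhibition at least 30% at 10 µM, raw YFP signal under a set limit, fluorescence ratio 0.5 to 1.5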;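 also: 0% = enzyme with DMSO and 100% = no enzyme wells; some results filed as inactive read as strong as hits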
Target sequence (Q9P0U3 419-644 limits assumed): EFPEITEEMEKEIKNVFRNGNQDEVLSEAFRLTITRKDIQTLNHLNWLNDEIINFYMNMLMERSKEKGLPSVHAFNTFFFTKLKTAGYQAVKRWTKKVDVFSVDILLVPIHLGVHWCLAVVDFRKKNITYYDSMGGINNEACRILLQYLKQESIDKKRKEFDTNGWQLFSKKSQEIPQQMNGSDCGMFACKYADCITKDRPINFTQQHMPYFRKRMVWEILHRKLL
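Compound: 10 µM single point, 0.5% DMSO; Test system: hSENP1 catalytic domain, recombinant; Timing: 50 min reaction at room temperature; Technique: FRET, CFP and YFP emission; Control set: no-enzyme wells low, DMSO-plus-enzyme wells high control.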
NALP3 yeast inh = NALP3 inhibition in yeast; Yeast reconstituted NLRP3/ASC/caspase-1, beta-gal luminescence, 24 h; inhibition, % at 10 µM; hit rate 0.39% among 330,000;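 active = inhibition of 50% or more; inactive = inhibition below 50%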;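 also: plate controls were induced DMSO wells for no effect and uninduced yeast grown without galactose for full effect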
mIAP act = mouse IAP activation; muIAP, CDP-Star luminescence, 30 min; stronger effect = higher value; 1 = vehicle-only enzyme signal, 0 = enzyme-free wells; activation factor at 10 µM; hit rate 0.24% among 330,000;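 active = activation factor of at least 2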; also: the source names both 10 and 20 µM as test concentration; values of inactives mirror those of a sister screen read the other way
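Assay system: mouse IAP enzyme; reagent: chemiluminescent substrate CDP-Star; dosing: test compounds delivered from DMSO solution; schedule: 30 min at room temperature; measured by: luminescence from enzymatic CDP-Star hydrolysis; controls: DMSO-only wells and no-enzyme negative control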
Starred values were filed as active, the others as inactive; x = no result given. Only part of the results is shown, so the mix of outcomes need not match the whole.

Fields – mIAP inh, SENP1 FRET inh, beta cell repl, hIAP block, APOBEC3G inh, NALP3 yeast inh, hIAP activ, APOBEC3A inh, mIAP act
COc1ccc(/C=N/NC(=O)CSc2ccccc2)cc1OC
 : 3.6, 1.9, 0.0, 9.3, 1.6, 12.0, 0.907, 1.4, 0.964
CCN(Cc1ccc(OC)c(COC)c1)CC1CCCN(CCc2cccc(OC)c2)C1 (configuration not stated)
 : 1.7, 1.6, -4.8, 12.0, -2.6, 29.2, 0.88, 1.6, 0.983
Cc1ccc(C2=[N+]([O-])C(C)(C)CC2)cc1
 : 1.2, 0.1, 2.0, 0.5, 3.3, 7.1, 0.995, 3.1, 0.988
CN(c1ccccc1C(=O)N1CCCC1)S(C)(=O)=O
 : -3.6, 1.4, -3.2, -10.8, -9.9, -2.9, 1.11, -5.3, 1.04
CC(C)(C)OC(=O)N1CCC(CNC(=O)Nc2ccccc2)CC1
 : -15.4, 4.4, -1.4, -3.7, -2.6, 4.6, 1.04, 2.3, 1.15
CC(=O)Nc1c(-c2ccccc2)nc2cc(C)ccn12
 : 7.3, -0.1, -3.1, 16.1, 0.0, -0.3, 0.839, 3.2, 0.927
COc1ccc(C(=O)/C=C/Nc2ccc(S(=O)(=O)Nc3ncccn3)cc2)cc1
 : 3.5, x, 0.0, 8.8, -6.0, -15.7, 0.912, -3.4, 0.965
CCn1c(=O)c2cc(C(=O)NCCN(C)C)sc2c2ccccc21
 : 1.4, -1.7, -1.9, -15.9, -1.1, -4.0, 1.16, 5.9, 0.986
CCOC(=O)C1=C(C)NC(=O)NC1c1ccoc1 (configuration not stated)
 : 6.5, -0.8, -0.9, -2.7, -3.9, 11.1, 1.03, -3.8, 0.935
CCOc1ccc(Cl)cc1C(c1c(C)[nH][nH]c1=O)c1c(C)[nH][nH]c1=O
 : 7.7, 1.1, 0.3, -45.0, -0.8, 9.5, 1.45, -5.5, 0.923
COc1cccc(Nc2nc(CC(C)=O)ns2)c1
 : -11.6, -1.7, -1.6, 6.6, -6.3, 9.9, 0.934, -2.9, 1.12
Cc1nc([N+](=O)[O-])c(C(=O)O)n1C
 : 12.0, 2.6, -0.6, 16.3, -5.6, 7.4, 0.837, -3.6, 0.88
CS(=O)(=O)N1CCCC(C(=O)Nc2cccc(F)c2)C1 (configuration not stated)
 : 0.9, 0.3, -1.5, -5.9, -10.1, 5.8, 1.06, -5.3, 0.991
CN(CC(=O)Nc1ccccc1Cl)C(=O)CSc1ncc(C(F)(F)F)cc1Cl
 : -7.9, 0.5, -1.0, 0.2, -6.0, 0.4, 0.998, 2.8, 1.08
CCOc1ccc(S(=O)(=O)n2c(C)nc3ccccc32)cc1
 : 5.2, -1.5, -2.2, -12.5, -11.0, 13.3, 1.12, -0.9, 0.948
COc1ccccc1/C=C/CN1CCCC(CO)(CCc2ccccc2)C1 (configuration not stated)
 : -2.7, -6.6, -4.4, 4.4, -8.2, 25.1, 0.956, -6.9, 1.03
O=C(N/N=C/c1ccc(O)c(O)c1)c1ccc(-n2cnnn2)cc1
 : 24.8, 3.4, -4.1, 0.9, 8.2, 8.0, 0.991, 2.0, 0.752
O=C(O)CCC1=C2c3ccccc3CCN2C(=O)CC1
 : -8.9, -1.2, -2.3, -8.1, 3.0, 9.0, 1.08, 4.1, 1.09
CCc1cc(CNC(=O)CCc2nnc(Cc3cccc(C)c3)o2)on1
 : 7.7, 1.4, -1.2, -3.4, -6.6, 16.0, 1.03, -0.3, 0.923
CCN(C(=O)COC(=O)c1ccc(Cl)c(N)c1)C1CCS(=O)(=O)C1 (configuration not stated)
 : 6.3, -1.6, -2.2, 8.8, -0.8, 10.3, 0.912, -0.9, 0.937
Cc1ccc(O)c(C(=O)CC(=O)c2cccc(F)c2)c1
 : 9.7, 5.7, -2.2, 2.2, -9.4, 15.9, 0.978, -1.7, 0.903
COc1ccc2sc(-c3ccc(N(C)C)cc3)c(-c3ccc4cc[nH]c4c3)c2c1
 : -1.0, -28.5, -4.1, 20.8, -11.0, 5.1, 0.792, -5.4, 1.01
CCn1c(CCCCc2n[nH]c(=S)n2CC)n[nH]c1=S
 : 6.3, 4.5, -1.6, -29.5, 46.9*, 27.7, 1.29, -1.3, 0.937
CC(C)C[C@H](NC(=O)C1(c2ccccc2)CCN(C(=O)[C@H]2CSCN2C(=O)OC(C)(C)C)CC1)C(=O)O
 : 4.1, 3.4, -1.1, -0.6, -6.6, 20.1, 1.01, -9.2, 0.959
Nc1ccc2c(c1)C(=O)Cc1ccccc1S2
 : -3.0, 25.0, 0.0, -1.5, -10.8, 13.4, 1.01, -4.1, 1.03
COC(=O)C1=C(C(=O)OC)[C@@H]2Nc3ccccc3[C@@]23C[C@@H](C(=O)OC)N(C(=O)NC2CCCCC2)C3=N1
 : 9.6, x, -3.0, 16.0, -9.6, 5.9, 0.84, -0.3, 0.904
COc1ccc(C(=O)CCC(=O)N2CCN(c3ccc(N4CCOCC4)nn3)CC2)cc1
 : 9.8, -38.3, -1.4, 19.9, -0.4, 5.4, 0.801, 1.1, 0.902
O=C(Nc1cccc(C(=O)N2CCCCC2)c1)c1ccccc1Br
 : 0.5, 1.3, -3.5, 14.4, 10.9, 20.2, 0.856, -0.9, 0.995
CCCCOc1ccccc1C1C(C(=O)OC)=CN(CC)C=C1C(=O)OC
 : -41.2, -22.7, -2.4, -34.2, -4.8, 23.0, 1.34, -0.5, 1.41
O=C(Nc1nnc(-c2ccc3c(c2)OCCO3)o1)C1CCCCC1
 : 12.7, 3.7, 0.8, -3.4, -10.7, -6.2, 1.03, -1.5, 0.873
CC(C)(Oc1ccc(CCNC(=O)c2ccc(-c3ccc(Cl)cc3)o2)cc1)C(=O)O
 : 4.8, -1.0, 3.6, 6.1, -3.8, -5.5, 0.939, -0.8, 0.952
CCSc1nnc(Cc2cc(=O)[nH]c(=O)[nH]2)n1-c1ccc(Cl)cc1
 : -4.8, 10.3, -0.2, -19.3, -5.3, 7.8, 1.19, 3.3, 1.05
O=C1CSCC(=O)N1Cc1ccc(Cl)cc1Cl
 : -5.0, 0.8, 1.8, 11.2, -2.3, 32.2, 0.888, -2.7, 1.05
COc1cccc(C2=NOC(C(=O)NCC3CCCO3)C2)c1 (configuration not stated)
 : -7.1, 4.1, -1.1, -1.7, -3.5, -4.0, 1.02, 3.2, 1.07
Cc1cc(-c2ccc(C)c(S(=O)(=O)NCCCN3CCCCCC3)c2)on1
 : 10.1, -17.7, -0.7, 0.9, 0.1, -8.3, 0.991, -2.3, 0.899
C=C(C)C(=O)N1CC2(CC(c3cccc(NC(=O)/C(C)=C\C)c3)=NO2)C[C@H]1C(N)=O (some centres not stated)
 : -2.1, -0.6, -2.8, 5.4, -7.4, 7.9, 0.946, -3.2, 1.02
COc1ccc(C2CC(c3ccc4ccccc4c3OC(C)=O)=NN2C(C)=O)cc1 (configuration not stated)
 : -6.6, -0.5, -4.0, -6.3, -1.1, -2.2, 1.06, -1.8, 1.07
Cc1sc(NC(=O)CCCCC(=O)Nc2sc(C)c(C)c2C(=O)O)c(C(=O)O)c1C
 : 2.5, 1.6, -1.5, -1.8, -8.0, 13.4, 1.02, -4.0, 0.975
O=c1[nH]c(SCc2ccc(Cl)cc2)nc2c1CCC2
 : 2.3, 1.1, -2.7, 2.6, -12.7, -22.5, 0.974, -2.7, 0.977
CCOCCCn1c(NN)nc2ccccc2c1=O
 : -4.6, 2.6, 0.2, -4.0, -6.0, 1.7, 1.04, 1.9, 1.05

Rewritten as labelled records: two of the compounds above
> Cc1cc(-c2ccc(C)c(S(=O)(=O)NCCCN3CCCCCC3)c2)on1
  mIAP inh: 10.1
  SENP1 FRET inh: -17.7
  beta cell repl: -0.7
  hIAP block: 0.9
  APOBEC3G inh: 0.1
  NALP3 yeast inh: -8.3
  hIAP activ: 0.991
  APOBEC3A inh: -2.3
  mIAP act: 0.899

> C=C(C)C(=O)N1CC2(CC(c3cccc(NC(=O)/C(C)=C\C)c3)=NO2)C[C@H]1C(N)=O (some centres not stated)
  mIAP inh: -2.1
  SENP1 FRET inh: -0.6
  beta cell repl: -2.8
  hIAP block: 5.4
  APOBEC3G inh: -7.4
  NALP3 yeast inh: 7.9
  hIAP activ: 0.946
  APOBEC3A inh: -3.2
  mIAP act: 1.02

The list goes on:
Fields – mIAP inh, SENP1 FRET inh, beta cell repl, hIAP block, APOBEC3G inh, NALP3 yeast inh, hIAP activ, APOBEC3A inh, mIAP act
Brc1ccc(-c2noc3c2-c2nc(-c4ccccc4)sc2CC3)cc1
 : 4.4, 0.1, 2.0, 9.4, -4.2, 1.0, 0.906, -1.8, 0.956
CCOc1ccc(OCCC(=O)OC(C)C(=O)Nc2ccc(Cl)cn2)cc1 (configuration not stated)
 : 6.1, 0.1, 1.1, -8.0, -3.2, 5.2, 1.08, -1.3, 0.939
O=C(NC1CCCCC1)c1ccc(NS(=O)(=O)c2cccc3cccnc23)cc1
 : 10.3, 2.4, -2.1, -5.0, -8.9, -0.2, 1.05, -2.5, 0.897
Cc1sc2ncnc(NCCCn3ccnc3)c2c1C
 : -3.1, -0.5, 0.0, -0.2, -5.1, -6.2, 1, -8.3, 1.03
Cc1ccc(C(=O)OC(C)CN2C(C)CCCC2C)cc1 (configuration not stated)
 : -3.9, 1.1, -3.4, 1.0, 1.2, 13.0, 0.989, 1.9, 1.04
CCCS(=O)(=O)c1nc(S(=O)(=O)c2ccc(C)cc2)c(N2CCN(CC)CC2)s1
 : -2.5, -1.4, 2.4, -4.9, -0.6, 4.0, 1.05, -1.4, 1.02
CN(C(=O)c1ccc2nc(N)sc2c1)c1ccccc1
 : 1.7, -0.6, -1.2, -11.4, -9.0, 18.2, 1.11, -0.4, 0.983
Cc1ccc(CC(CC(=O)NCCc2ccc3c(c2)OCO3)C(=O)O)cc1 (configuration not stated)
 : 4.2, 0.0, 1.8, 3.6, -1.5, -2.7, 0.964, -1.7, 0.958
CCOC(=S)SCC(=O)Nc1ncc(C)s1
 : 23.0, 0.1, -5.6, -24.9, 13.1, 3.8, 1.25, 8.9, 0.77
O=C(COc1ccc2ccccc2c1)Nc1cccnc1Cl
 : 2.6, 2.3, -1.8, -3.8, -6.1, 19.5, 1.04, -1.1, 0.974
CCCCN(C)CCNC(=O)CCNC(=O)Cn1ccc2ccccc2c1=O
 : -4.5, 0.4, -1.2, 3.7, -3.0, 12.0, 0.963, 0.3, 1.04
COc1ccc(NCc2nnc(SCC(=O)Nc3ccccc3OC)o2)cc1
 : 11.5, 1.5, -3.5, -41.6, 5.7, 11.2, 1.42, -2.6, 0.885
CCOC(=O)c1cnc(-n2nc(C)cc2C)nc1NNc1nc(C)cc(C)n1
 : 33.7, 1.7, -0.1, -100.0, 11.7, 3.9, 2, 3.0, 0.663
O=C(NCCc1ccc(Cl)cc1)C1CCN(c2ncccn2)CC1
 : -6.8, 3.9, 4.6, 1.1, -11.5, 14.7, 0.989, 1.2, 1.07
COCc1c(C(=O)N2CCN(Cc3nc4ccccc4s3)CC2)oc2ccccc12
 : -10.5, 0.3, -2.5, -19.8, 19.9, 10.3, 1.2, 63.2*, 1.1
CC(C)n1ncc2c(C(=O)O)cc(C3CC3)nc21
 : 6.3, -1.5, -1.5, 6.4, 0.9, -5.8, 0.936, 1.7, 0.937
